# Screening data deposited in PubChem BioAssay by National Center for Advancing Translational Sciences (NCATS).
# ERK EGF block: blocks ERK signaling stimulated by EGF | HEK293-V1b, EGF-stimulated phospho-ERK AlphaScreen | Potency, µM (series often up to 11.5 µM), for the others: top-dose activity change, negative = inhibition, most hits filed as inhibitors | 130,000 tested, 0.41% active; active means well fitted inhibition curve with a large enough effect; inconclusive means small, poorly fitted or top-dose-only effect, or effect the other way;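 further: plate controls were stimulated vehicle wells for no effect and unstimulated vehicle basal for full effect; nearly all actives have a fitted effect of over 55% in size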
#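 EGF-stimulated (25 nM, 5 min) phospho-ERK in HEK293 cells stably expressing V1b, cells pretreated 30 min with compound at 37C. Homogeneous AlphaScreen read on lysates.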
# * marks the source's active call; other numbers are inactive results; ? = inconclusive; [ ] = remark or other dose. Potency means the concentration at half of the fitted maximal effect. The list is partial; rates above refer to the full screens.
SMILES	ERK EGF block
O=C(CN(Cc1cccs1)C(=O)CNS(=O)(=O)c1ccc(Cl)cc1)NCC1CCCO1 (stereo unspecified)	-12.1%
CN(C)C(=O)N1CCC(C(=O)N2CCCC(C(=O)c3cccc4ccccc34)C2)CC1 (stereo unspecified)	-13.4%[57.5 µM]
CCn1c2ccccc2c2cc(NC(=O)COC(=O)c3ccccc3Br)ccc21	-5.3%
COc1ccc(CCN2C(=O)CC(NNC(=O)c3cccc(O)c3)C2=O)cc1 (stereo unspecified)	2.9%
Cc1cc(C)n2c(SCc3ccc(Br)cc3)nnc2n1	1.5%[57.5 µM]
CC12CCC(C(=O)Nc3ccccc3Br)(C/C1=N\O)C2(C)C (stereo unspecified)	-24.2%[57.5 µM]
Cc1ccc(Nc2ncnc(N)n2)cc1	-0.4%
O=C(Cc1ccc([N+](=O)[O-])cc1)N1N=C2CCCCC2C1(O)C(F)(F)F (stereo unspecified)	-4.0%[57.5 µM]
Cc1ccc(NC(=S)NCC(C)CSc2ccc(Cl)cc2)cc1 (stereo unspecified)	-5.4%
O=c1[nH]c(CN2CCOCC2)nc2cc(Cl)ccc12	-10.4%
C/C=C/C(=O)N1c2ccccc2C(C)=CC1(C)C	3.3%
NNC(=O)Cn1c(-c2nonc2N)nc2ccccc21	7.1%
Nc1ccc(C(=O)OCCCc2nc3cc4ccccc4cc3[nH]2)cc1	-11.7%[57.5 µM]
CCOC(=O)C1=C(C)N=c2s/c(=C3/C(=O)Nc4ccccc43)c(=O)n2C1c1ccc(C)cc1 (stereo unspecified)	19.9%
COc1ccccc1NS(=O)(=O)c1cc(NC(=O)c2sccc2C)ccc1N1CCOCC1	-12.8%[57.5 µM]
COC(=O)c1cn(C(=O)/C=C/c2ccc(OC)c(OC)c2)c2ccccc12	-10.7%
Cn1c(CCC(=O)OCC(=O)NCc2ccccc2Cl)nc(=O)c2ccccc21	-13.0%
CS(=O)(=O)Oc1ccc2c(c1)O/C(=C\C=C\c1ccccc1)C2=O	7.94µM*
C=CCN1C2CCCC1CC(NC(=O)Nc1cc(C)cc(C)c1)C2 (stereo unspecified)	-9.7%[57.5 µM]
C/C(CC(=O)Nc1cccnc1)=N\NC(=O)C(=O)Nc1cccc(C)c1	7.8%
Cc1ccc(NC(=S)NC(C)CCc2ccccc2)cc1C (stereo unspecified)	8.0%
COc1ccc(C(=O)NCC(=O)OCC(=O)c2ccc3c(c2)NC(=O)CO3)cc1OC	-2.7%
C=CCSc1nc(C)c(CC(=C)C)c(=O)[nH]1	2.3%
CCOC(=O)C1=NN(C(=O)COc2ccccc2)C(O)(c2ccc(Cl)cc2)C1 (stereo unspecified)	-6.9%
CCCn1c(C)cc(C)c(C#N)c1=O	2.9%
O=C1NC(=S)N(c2cccc(Cl)c2)C12CCCCC2	2.7%
CSc1ccc(CN(C)Cc2nc3cc(C(F)(F)F)ccc3c(=O)[nH]2)cc1	8.3%
N#CCCn1c(=O)c(CCc2ccccc2)nc2cnc(OCc3ccccc3)nc21	4.6%
Cc1nn(C(C)C(=O)NCC2CCCO2)c(C)c1[N+](=O)[O-] (stereo unspecified)	1.5%
CC(=O)Nc1ccc(CN2CCN(CC=C(C)C)C(CCO)C2)cc1 (stereo unspecified)	-0.3%
CCNC(=O)/C(C#N)=C/c1c(N2CC(C)OC(C)C2)nc2ccccn2c1=O (stereo unspecified)	-2.4%
CN(Cc1cnn(C)c1)C(=O)c1ccc(OC2CCN(CCc3ccccc3)CC2)cc1	-15.7%
Cc1ccc(-c2nc(N=Nc3ccc(O)cc3)n[nH]2)cc1	3.8%
Cc1nc(N=Nc2cc(S(=O)(=O)O)ccc2S(=O)(=O)O)c(COP(=O)(O)O)c(C=O)c1O	-12.7%
COc1cc(/C=C/c2nc(-c3ccccc3O)n[nH]2)cc(OC)c1OC	?
Cc1cc(C)cc(NC(=S)N2CCC(N(C)CC3CCCO3)CC2)c1 (stereo unspecified)	-2.3%
Cc1ccc(CN(C)C(=O)CC2C(=O)NCCN2CC2CCCCC2)cc1 (stereo unspecified)	-13.4%
CC(C)[C@@H](CC(=O)N[C@@H]1CCNC[C@H]1C(=O)N[C@H](CC(=O)N[C@@H](CCC(=O)O)CC(=O)O)Cc1ccccc1)NC(=O)C[C@H](Cc1ccccc1)NC(=O)[C@@H]1CNCC[C@H]1N	-8.1%
CCCCNC(=O)C(c1ccc(OCC(=O)OC)c(C(=O)OC)c1)N(Cc1ccccn1)C(=O)CCCCCN1C(=O)NC(c2ccc(-c3ccccc3)cc2)C(C(=O)OCc2ccccc2)=C1C (stereo unspecified)	6.5%
O=C(CSCC(=O)NC1CCCC1)Nc1ccccc1	12.5%
CCOC(=O)c1c(CSc2ccc(C)cc2)oc2ccc(O)cc12	?
CCOC(=O)Cn1c(=O)oc2cc(S(=O)(=O)N3CCN(C(=O)c4ccco4)CC3)ccc21	-3.5%
O=C(CC1CCCCC1)NCc1ccc(F)cc1	-3.8%
CCC(C)(C)N=C(NC#N)Nc1cccnc1	-2.0%[57.5 µM]
Clc1ccc(/C=N/Nc2ncnc3nc[nH]c23)cc1	-2.9%[57.5 µM]
Clc1ccc(CNc2ccc(CNc3ncn[nH]3)cc2)cc1	-3.5%
C#CCOCCOCCOCCNc1nc(N2CCN(C(=O)[C@H](CCCCN)n3cc([C@@H](N)CC(C)C)nn3)CC2)nc(N2CCN(C(=O)[C@H](CCCCN)n3cc([C@@H](N)CC(C)C)nn3)CC2)n1	-7.1%[57.5 µM]
COc1ccc(C(=O)Cn2c(C)nc([N+](=O)[O-])c2Br)cc1	-21.9%[57.5 µM]
CCC(=O)Nc1ccc(S(=O)(=O)Nc2ccc(Cl)nn2)cc1	0.3%
CCOC(=O)C1(Cc2cccc(Cl)c2)CCCN(C(=O)c2cccnc2)C1 (stereo unspecified)	-6.9%
CC(C)C[C@@H](CC(=O)N[C@H](CC(=O)N[C@@H]1CCNC[C@H]1C(=O)N[C@H](CC(=O)N[C@@H](CCC(=O)O)CC(=O)O)Cc1ccccc1)C(C)C)NC(=O)[C@@H]1CCCC[C@H]1N	-5.4%
O=C(COc1ccc(S(=O)(=O)NC2CCCCC2)cc1)NCCC1=CCCCC1	0.5%
O=[N+]([O-])c1ccccc1S(=O)(=O)n1nnc2ccccc21	8.5%
O=C(CCSc1ccc(Cl)cc1)N1CCN(c2ccc(O)cc2)CC1	?
C=CCN(CC=C)S(=O)(=O)c1ccc(C(=O)Nc2nnc(COC)o2)cc1	12.8%
Cc1c(NC(=S)N/N=C/c2cc([N+](=O)[O-])ccc2O)c(=O)n(-c2ccccc2)n1C	-10.8%[57.5 µM]
C=CCNc1nnnc2c1sc1nc(N3CCOCC3)c3c(c12)CCCC3	-6.6%[57.5 µM]
C/C(=N/Nc1ccc(F)cc1)c1ccc(Cl)s1	6.4%
CC1Cn2c(nnc2-c2cccc(Cl)c2)S1 (stereo unspecified)	-3.7%
CCN1CCN(S(=O)(=O)c2ccc(C)c([N+](=O)[O-])c2)CC1	-24.2%

# Reprinted at random: three compounds from above.
SMILES	ERK EGF block
CCCCNC(=O)C(c1ccc(OCC(=O)OC)c(C(=O)OC)c1)N(Cc1ccccn1)C(=O)CCCCCN1C(=O)NC(c2ccc(-c3ccccc3)cc2)C(C(=O)OCc2ccccc2)=C1C (stereo unspecified)	6.5%
Cc1c(NC(=S)N/N=C/c2cc([N+](=O)[O-])ccc2O)c(=O)n(-c2ccccc2)n1C	-10.8%[57.5 µM]
Cc1ccc(-c2nc(N=Nc3ccc(O)cc3)n[nH]2)cc1	3.8%

# Compounds from the list above that contain a thiophene ring, fused or not (4):
SMILES	ERK EGF block
O=C(CN(Cc1cccs1)C(=O)CNS(=O)(=O)c1ccc(Cl)cc1)NCC1CCCO1 (stereo unspecified)	-12.1%
COc1ccccc1NS(=O)(=O)c1cc(NC(=O)c2sccc2C)ccc1N1CCOCC1	-12.8%[57.5 µM]
C=CCNc1nnnc2c1sc1nc(N3CCOCC3)c3c(c12)CCCC3	-6.6%[57.5 µM]
C/C(=N/Nc1ccc(F)cc1)c1ccc(Cl)s1	6.4%

# The listing picks up, repeating the two entries before the break.
SMILES	ERK EGF block
CC1Cn2c(nnc2-c2cccc(Cl)c2)S1 (stereo unspecified)	-3.7%
CCN1CCN(S(=O)(=O)c2ccc(C)c([N+](=O)[O-])c2)CC1	-24.2%
CC(C)c1ccc(CNC(=O)CCc2ccccc2)cc1	-0.8%
Cc1cccc(N2C(=O)CC(Sc3ncn[nH]3)C2=O)c1 (stereo unspecified)	-0.4%
COc1ccc(-c2ccc([C@H]3[C@@H]4C=CCC[C@@]4(C)C(=O)N3Cc3ccccc3)c(F)c2)cc1OC	-5.2%[57.5 µM]
Cc1ccc(C(=O)CN2C(=O)C(=O)N(Cc3ccccc3)C2=O)cc1	-0.9%[57.5 µM]
Cc1nc(SCC(=O)N2CCOCC2)c2c(=O)n(C)c(=O)n(C)c2n1	1.0%[57.5 µM]
Cc1ccccc1NP(=O)(c1ccccc1)c1nc2ccccc2s1 (stereo unspecified)	-1.9%
COc1cc(OC)cc(C(=O)N=c2sc3ccccc3n2C)c1	-4.3%
CCN(CC)S(=O)(=O)c1ccc(Cl)c(NC(=O)CCCCl)c1	22.0%[57.5 µM]
COCC(=O)OCc1cc2cccc(C)c2[nH]c1=O	2.9%[57.5 µM]
S=C(c1ccc(-c2cc(Cl)ccc2Cl)o1)N1CCCCC1	8.3%
CCOC(=O)C1CCCN(C(=O)c2cccc([N+](=O)[O-])c2C)C1 (stereo unspecified)	10.2%
COc1ccc(-n2c(-c3ccc(Cl)cc3)c[n+]3c2CCCCC3)cc1	2.4%[57.5 µM]
NC(N)=N/N=C\c1c(Cl)cccc1Cl	13.7%
CCCOc1cccc(C(=O)NC(=S)Nc2ccccc2)c1	2.9%
CCOC(=O)C1=C(N)OC2=C(C(=O)CC(C)(C)C2)C1c1ccc(CC)s1 (stereo unspecified)	5.8%
CC(=O)O[C@H]1CC(C)(C)C(=C=C/C(C)=C/C=C/C(C)=C/C=C/C=C(C)/C=C/C=C(\C)C(=O)C[C@@]23O[C@]2(C)C[C@@H](O)CC3(C)C)[C@](C)(O)C1	-5.0%[57.5 µM]
CN1C(C(=O)NCc2ccc(OC(F)(F)F)cc2)CC2Cn3c(nc4cc5ccccc5cc43)C21 (stereo unspecified)	-3.4%[57.5 µM]
Cc1ccc(NC(=O)COc2ccccc2C=O)cc1Cl	-5.9%
Cc1ccc(Nc2nnc(SCC(=O)NCCN3C(=O)CSC3=O)s2)cc1	4.0%
CN(CC(O)CN1CCOCC1)S(=O)(=O)O (stereo unspecified)	-71.4%[57.5 µM]
COc1ccc(NC(=O)CN(c2ccc([N+](=O)[O-])cc2)S(=O)(=O)c2ccccc2)c(OC)c1	5.9%
Nc1nc(-c2ccccc2)nn1S(=O)(=O)c1ccccc1	0.5%
CCOC(=O)C1=C(O)C(=O)N(CCCn2ccnc2)C1c1ccc(OC)cc1 (stereo unspecified)	9.4%
CCOC(=O)N1CCN(Cc2cn[nH]c2-c2ccc(-c3ccccc3)cc2)CC1	3.6%
Cc1cc(C(=O)c2ccc(Cl)cc2)c(NC(=O)CCl)s1	7.5%
C=CCN=c1scc(-c2ccc(F)cc2)n1/N=C/c1ccccn1	-3.6%
Cc1cccc(CSC2=NN3CCCC(=O)N=C3S2)c1	-4.0%
CN(C)CCCCOc1ccccc1F	-3.6%
COc1ccc(-n2cc(CN3CCCC3)c(-c3cccc(F)c3)n2)cc1	-15.2%
COc1cc(C(=O)NNC(=O)c2ccc(S(=O)(=O)N3CCCCC3)cc2)cc(OC)c1OC	2.0%
c1ccc(-c2[nH]ncc2CN2CCN(Cc3ccc4c(c3)OCO4)CC2)cc1	7.5%[57.5 µM]
Cc1nc(-c2nc(-c3c(C(=O)NNC(=O)Nc4ccccc4)noc3C)cs2)cs1	12.4%[57.5 µM]
Cc1ccc(NC(=O)NCCCl)cc1S(=O)(=O)N1CCOCC1	11.0%[57.5 µM]
O=C(CCc1ccc(O)cc1)c1c(O)cc(O)cc1O[C@H]1OC(CO)C(O)C(O)C1O (stereo partly specified)	18.7%
CC1=C(C(=O)OCc2ccc3c(c2)OCO3)C(c2ccc(O)c([N+](=O)[O-])c2)NC(=O)N1 (stereo unspecified)	-0.5%
N#C/C(=C(/O)CSc1n[nH]c(N)n1)c1nc2ccccc2[nH]1	-11.6%[57.5 µM]
Cc1cc(N2CCOCC2)nc(N)n1	-8.4%
CCC(C)(C)NC(=O)c1cc([N+](=O)[O-])ccc1N1CCOCC1	-2.2%
COC(=O)c1ccccc1OCCOCCOc1cccc2cccnc12	21.1%
COc1cc(-c2nc(=S)[nH][nH]2)cc(OC)c1OC	9.8%
Cc1ccc2nc(Cl)c(/C=N/Nc3ccc(C(=O)O)cc3)cc2c1	9.0%[57.5 µM]
Cc1oc(-c2cccs2)nc1CN1CCN(Cc2ccc(F)c(F)c2)C(CCO)C1 (stereo unspecified)	4.9%
COc1cccc(CN2CCC(C(=O)N3CCC(C)CC3)CC2)c1	-5.4%
OCC(CO)(CO)NCc1ccc(-c2ccccc2)cc1	0.0%
COc1ccc2c(c1)C(=O)[C@@H](OC(=O)NC1CCCC1)[C@H](c1ccc(OC)c(Br)c1)O2	-4.7%
Cc1ccc(S(=O)(=O)N(C)Cc2ccc(C(=O)N/N=C3\CCCC(=O)C3)cc2)cc1	4.4%
